Bioassay records deposited in PubChem BioAssay by Sanford-Burnham Center for Chemical Genomics.
NALP3 yeast inh = inhibitors of NALP3 inflammasome in yeast; Yeast reconstituted NLRP3/ASC/caspase-1, beta-gal luminescence, 24 h; inhibition, % at 10 µM; 330,000 compounds, 0.39% hits; AID 2825;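 active means inhibition of 50% or more; inactive means inhibition below 50%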;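 further: plate controls were induced DMSO wells for no effect and uninduced yeast grown without galactose for full effect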
mIAP block = blocks mouse intestinal alkaline phosphatase. AID 2806. purified mouse IAP, CDP-Star luminescence, 30 min. 330,000 compounds, 0.2% hits. inhibition, % at 10 µM;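 active means inhibition of at least 40% at 10 µM in the primary screen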;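 further: plate controls were DMSO with enzyme for no effect and no enzyme wells for full effect; values of inactives mirror those of a sister screen read the other way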
MIN6 prolif = induces beta-cell replication in MIN6 cells. MIN6 cells proliferation, ATPlite luminescence, 48 h; cells starved in 0.2% serum; 100% = growth in 10% serum. proliferation, % at 10 µM. 330,000 compounds, 0.29% hits. AID 2380;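 active means compounds whose signal lies at least 3.5 SD above the mean of all wells on their plate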;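 further: 0% = DMSO-treated cells in low-serum medium and 100% = 10% serum control; some compounds called inactive have numbers as strong as hits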
TIM10 inh = inhibits growth of TIM10 yeast strain; AID 463195; 330,000 compounds, 1.4% hits; inhibition, % at 10 µM; S. cerevisiae TIM10 strain growth, BacTiter-Glo luminescence, 24 h;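 active means inhibition of 40% or more at the single tested concentration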;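 further: wild-type TIM10 isogenic control strain grown at permissive 25 °C; 0% = DMSO yeast wells and 100% = minimal medium wells without yeast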
hIAP block = blocks human intestinal alkaline phosphatase; P09923; purified IAP, CDP-Star luminescence, 30 min; inhibition, % at 10 µM; 330,000 compounds, 0.12% hits;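 active means inhibition reaching a set limit with compound at 10 µM in the primary screen, cut at about 35% in these data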;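 further: plate controls were DMSO wells with enzyme for no effect and no-enzyme buffer wells for full effect; values of inactives mirror those of a sister screen read the other way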
Target sequence (P09923 whole entry, looked up): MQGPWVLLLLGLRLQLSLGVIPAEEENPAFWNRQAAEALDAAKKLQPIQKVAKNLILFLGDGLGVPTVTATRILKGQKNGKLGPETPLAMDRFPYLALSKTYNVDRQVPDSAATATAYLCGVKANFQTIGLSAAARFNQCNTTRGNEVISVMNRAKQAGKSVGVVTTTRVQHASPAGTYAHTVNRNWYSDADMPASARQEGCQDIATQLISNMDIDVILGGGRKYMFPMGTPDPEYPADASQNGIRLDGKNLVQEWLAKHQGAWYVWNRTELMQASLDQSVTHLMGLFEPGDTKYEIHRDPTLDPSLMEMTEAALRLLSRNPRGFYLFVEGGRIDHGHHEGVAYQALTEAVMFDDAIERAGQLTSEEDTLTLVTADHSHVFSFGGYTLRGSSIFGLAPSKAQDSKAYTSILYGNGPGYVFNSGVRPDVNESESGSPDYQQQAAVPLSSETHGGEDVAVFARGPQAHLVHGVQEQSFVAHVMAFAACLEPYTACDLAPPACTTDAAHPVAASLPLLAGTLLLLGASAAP
mIAP act = mouse IAP activation | activation factor at 10 µM | 330,000 compounds, 0.24% hits | muIAP, CDP-Star luminescence, 30 min; stronger effect = higher value; 1 = vehicle-only enzyme signal, 0 = enzyme-free wells | AID 2805;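 active means activation factor of at least 2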; further: the source names both 10 and 20 µM as test concentration; values of inactives mirror those of a sister screen read the other way
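Assay system: mouse IAP enzyme; Reagent: CDP-Star chemiluminescent phosphatase substrate; Compound: DMSO-dissolved test compounds; Incubation: 30 min, room temperature; Technique: luminescence from enzymatic CDP-Star hydrolysis; Controls: DMSO-only wells and no-enzyme negative control.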
A3G deaminase = APOBEC3G (human) deaminase inhibition; recombinant A3G, ssDNA deamination FAM/TAMRA fluorescence; inhibition, % at 20 µM; 330,000 compounds, 0.28% hits;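 active means inhibition of at least 40% at 20 µM, with no more than 30% in the related APOBEC3A deaminase screen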;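 further: plate controls were DMSO wells with A3G for no effect and wells lacking A3G enzyme for full effect; some compounds called inactive have numbers as strong as hits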
tim10-1 inh = tim10-1 yeast growth inhibition. S. cerevisiae tim10-1 ts strain growth, BacTiter-Glo, 24 h. inhibition, % at 20 µM. 330,000 compounds, 2.2% hits;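 active means inhibition of at least 40%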;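 further: mutant grown at 25 °C; 0% = DMSO wells with yeast and 100% = wells holding no yeast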
A3A deaminase = inhibitors of human APOBEC3A DNA deaminase | P31941 | recombinant A3A, FAM/TAMRA ssDNA deamination fluorescence | inhibition, % at 20 µM | 330,000 compounds, 0.41% hits;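 active means at least 40% inhibition at 20 µM here, with at most 30% in a related deaminase screen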;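 further: plate controls were A3A with DMSO for no effect and wells lacking A3A enzyme for full effect; some results filed as inactive read as strong as hits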
Target sequence (P31941 whole entry, looked up): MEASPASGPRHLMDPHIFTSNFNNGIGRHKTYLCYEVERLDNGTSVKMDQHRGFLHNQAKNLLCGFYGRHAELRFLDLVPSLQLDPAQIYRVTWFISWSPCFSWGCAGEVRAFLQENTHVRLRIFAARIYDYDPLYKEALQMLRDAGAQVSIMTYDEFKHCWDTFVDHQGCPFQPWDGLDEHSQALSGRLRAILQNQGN
Numbers without * were called inactive; & = joins results of further samples.

#	Compound	NALP3 yeast inh	mIAP block	MIN6 prolif	TIM10 inh	hIAP block	mIAP act	A3G deaminase	tim10-1 inh	A3A deaminase
1	O=C(COc1cccc2cccnc12)N/N=C1\SCC(=O)N1Cc1ccccc1	15	-6	-1	1	-10	1.1	-8	-1	-6
2	O=C(OCC(=O)N1CCOCC1)c1ccccc1Br	0	8	-3	13	0	0.92	-5	-18	-1
3	COc1ccc(OC)c(NC(=S)NCCCN2CCOCC2)c1	4	-9	0	-3	1	1.1	-3	3	-1
4	Cc1ccc(-n2c(Cc3cccn3C)nnc2SCC(=O)Nc2cc(C)on2)cc1	11	-10	2	1	-9	1.1	-2	1	0
5	O=S(=O)(c1ccccc1)c1nc(NCc2cccnc2)sc1Cl	12	-1	-3	8	11	1	-2	6	0
6	CCN(CC)C(=O)c1ccc(-c2ccccc2)cc1	19	4	-1	-1	-4	0.96	-2	6	4
7	O=C(CSc1ccc([N+](=O)[O-])cn1)Nc1nccs1	-12	-1	-1	7	-12	1	5	5	0
8	CNC[C@@H]1Oc2c(NC(=O)Nc3ccccc3)cccc2C(=O)N([C@@H](C)CO)C[C@H]1C	12	0	1	1	-9	1	0	-1	2
9	CC(C)N(Cc1ccccc1)C(=S)Nc1ccccc1F	-6	-4	0	9	-34	1	-10	39	-6
10	O=C(CCN1C(=O)[C@@H]2Cc3ccccc3CN2C1=O)Nc1cccc(F)c1	13	18	-2	-5	12	0.82	-4	0	-3
11	CS(=O)(=O)c1ccc(C(=O)NC2CCOC2=O)cc1 (stereo not given)	-4	-2	-2	2	-18	1	-9	15	-1
12	Cc1ccc(-n2ncc3c(SCc4cccc(C)c4)ncnc32)cc1	14	9	0	-6	11	0.91	-2	4	2
13	C/C(N)=C(/C#N)C(=O)CSc1nnc(Nc2cccc(C)c2)s1	1	8	-2	6	13	0.92	21	12	35
14	CC1CCN(C(=O)COC(=O)/C=C/c2ccc([N+](=O)[O-])cc2)CC1	-2	1	-5	-4	-2	0.99	-4	-13	3
15	CCn1c(=O)c(=O)[nH]c2cc(C(=O)N3CCN(Cc4ccc5c(c4)OCO5)CC3)ccc21	3	-2	-1	8	-5	1	-5	-4	-1
16	CC(=O)Nc1cc2cc(NS(=O)(=O)c3ccc(C)cc3)ccc2oc1=O	8	-8	-2	7	-13	1.1	1	11	0
17	Cc1cc(C)cc(CC2CC(=O)N(c3ccc([N+](=O)[O-])cc3)C2=O)c1 (stereo not given)	24	2	-3	-29	-21	0.98	-8	-23	-3
18	COc1ccc(C(C)=O)cc1COC(=O)c1c(C)noc1C	16	7	0	7	13	0.93	-1	20	0
19	O=C(NCC1CCCCC1)C12CN(Cc3ccccc3)CC1C(c1cccc([N+](=O)[O-])c1)=NO2 (stereo not given)	11	-5	-7	11	12	1.1	-1	15	0
20	Oc1cccc(C(O)CNCc2ccc(-c3ccccc3)cc2)c1 (stereo not given)	29	1	-5	16	-14	0.99	-3	17	-1
21	COc1cccc(NC(=S)N(Cc2ccc(C)cc2)Cc2ccccn2)c1	1	-6	0	-14	-28	1.1	-5	30	-4
22	CC(=N\Nc1ccccc1)/C(=N/O)C(=O)Nc1ccccc1	-2	8	-3	10	13	0.92	-7	22	-5
23	CC1(C)CC(=O)c2cc(OCC(=O)N3CCCCCC3)ccc2O1	10	6	-4	-1	5	0.94	-5	8	-1
24	Cc1cc(C)n2nc(C(=O)N3CCN(Cc4ccc5c(c4)OCO5)CC3)nc2n1	1	-7	-1	0	-8	1.1	-1	-22	4
25	COc1ccc(-c2cc(C)no2)cc1S(=O)(=O)NCCc1ccco1	26	-2	0	-21	-18	1	-4	22	-3

Next records follow.
#	Compound	NALP3 yeast inh	mIAP block	MIN6 prolif	TIM10 inh	hIAP block	mIAP act	A3G deaminase	tim10-1 inh	A3A deaminase
26	c1ccc2c(-c3ccncc3)c[nH]c2c1	30	-14	1	-6	-18	1.1	-5	0	-7
27	Cc1ccc(-c2cnco2)cc1	12	-2	-2	-10	-8	1	-4	-17	2
28	CCc1ccccc1NC(=O)NC1CCCCCCC1	21	-28	-1	17	-40	1.3	-2	15	0
29	CCOC(=O)c1c(NC(=O)CCS(=O)(=O)c2ccccc2)sc2c1CCN(C(C)C)C2	10	8	-7	0	-73	0.92	-8	10	-5
30	Cc1ccc(CNC(=O)C2CCCN2C(=O)Nc2ccc(F)cc2)cc1 (stereo not given)	30	1	-3	-6	-10	0.99	0	-6	-3
31	COc1cccc(-n2c(SCc3c(C)noc3C)nnc2-c2cccc(S(=O)(=O)N(C)C)c2)c1	12	0	0	15	2	1	-4	13	-2
32	COc1cccc(CNc2nc(SC)ncc2CO)c1	3	-7	-1	5	12	1.1	-5	-9	-3
33	Cc1ccc(C(=O)OCC(=O)N2CC(C)CC(C)C2)cc1S(=O)(=O)N1CCOCC1 (stereo not given)	5	11	-3	13	-17	0.89	-2	20	2
34	C#CCOc1ccc(Cl)cc1/C=N/O	-15	0	1	-2	16	1	-8	13	-1
35	Cc1[nH]n(-c2ccccc2)c(=O)c1/C=N/N(C)c1ccccc1	42	0	-1	10	-11	1	-5	-41	-5
36	CC(C)/C=N/NC(=O)c1ccc(Cl)cc1	-7	7	-4	2	4	0.93	-7	17	-4
37	O=C(NCCN1C(=O)C2C3C=CC(C3)C2C1=O)Nc1cccnc1 (stereo not given)	5	0	-5	13	-6	1	8	3	3
38	O=C1CN(C(=O)CSc2nc3ccccc3c(=O)n2CC2CCCO2)c2ccccc2N1 (stereo not given)	14	-3	0	-6	-20	1	-5	7	0
39	CCOC(=O)[C@@H]1[C@H]2COc3ccc(Br)cc3[C@@H]2N2C(=O)N(c3ccc(F)cc3)C(=O)[C@@]12C	11	-1	0	10	2	1	-5	12	-2
40	Oc1ccccc1/C=N/[n+]1ccccc1	3	-17	1	-13	6	1.2	15	-11	69*
41	COc1ccc(-n2c(Cc3cccn3C)nnc2SCC(=O)Nc2cccc(Cl)c2)cc1	9	1	-4	7	5	0.99	-8	25	-4
42	CCCC(NCC(=O)Nc1ccccc1C(=O)NC1CC1)c1ccccc1 (stereo not given)	14	-3	-1	2	14	1	-10	12	-2
43	CCCCOc1ccc(NC(=O)CN2CCN(Cc3ccccc3)CC2)cc1	36	-1	0	-1	16	1	-8	21	-3
44	Cc1ccc(Cn2nnc3c(=O)[nH]c(C4CCN(S(=O)(=O)c5ccccc5F)CC4)nc32)cc1	27	10	-2	14	5	0.9	-11	-15	-4
45	Cc1ccc(NC(=O)c2ccccc2NC(=O)Cc2ccccc2)cc1	21	6	0	30	-15	0.94	-4	44*	-3
46	Cc1ccccc1-n1nnc2c(=O)oc3ccccc3c21	4	-6	-8	6	-11	1.1	0	31	-1
47	O=C1CN(C(=O)COC(=O)[C@@H]2CC(O)CN2S(=O)(=O)c2ccc(Cl)cc2)c2ccccc2N1 (stereo not given in full)	13	-11	-6	-3	-1	1.1	6	7	2
48	COc1cc2c(cc1NC(=O)C(C)Sc1nc3ccccc3n1C)oc1ccccc12 (stereo not given)	25	-4	0	18	-13	1	-7	9	8
49	CC(C)(C)CC(C)(C)NC(=S)N1CCN(Cc2ccc3c(c2)OCO3)CC1	14	0	-2	-28	-17	1	0	-30	2
50	COc1ccc(C(=O)Nc2ccc(Br)cc2F)cc1S(=O)(=O)N1CCCC1	30	2	0	-15	-10	0.98	-6	11	3

Continuation:
#	Compound	NALP3 yeast inh	mIAP block	MIN6 prolif	TIM10 inh	hIAP block	mIAP act	A3G deaminase	tim10-1 inh	A3A deaminase
51	Cc1ccc(N(CC(=O)NCc2ccc(F)cc2)C(=O)c2csnn2)cc1C	12	-9	-1	-19	-5	1.1	-20	5	-7
52	COc1cc(/C=C2/CCc3ccccc3C2=O)cc(OC)c1OC	18	6	-3	40	3	0.94	-5	41*	-1
53	O=S1(=O)N[C@@H](CC2=CCCCC2)C2CCCCC2O1 (stereo not given in full)	29	-1	-5	12	-22	1	-4	23	-3
54	O=C(c1cc(-c2ccco2)nn1-c1cccc(Cl)c1)N1CCCCC1	22	0	-2	16	2	0.99	14	46*	4
55	N#Cc1ccc(OCC(=O)N(C2CCCCC2)C2CCS(=O)(=O)C2)cc1 (stereo not given)	5	-3	-1	9	12	1	-6	6	-5
56	CNC(=O)c1ccc(Oc2ccc(C(=O)NC)cc2)cc1	-8	8	-4	8	9	0.92	-12	5	-1
57	O=C(C1CC(=O)N(C2CCCC2)C1)N1CCN(c2ccccc2)CC1 (stereo not given)	16	-8	-4	3	-4	1.1	-4	-6	0
58	CC1CC(C)CN(S(=O)(=O)N2CCCC(C(=O)NCCCN3CCCCC3C)C2)C1 (stereo not given)	-3	0	5	14	-2	1	-5	13	-3
59	CCCCCNCc1ccc(Cl)cc1	2	5	0	-6	-6	0.95	-6	4	0
60	O=C(O)CSc1cc(C(F)(F)F)nc(-c2ccccn2)n1	0	-1	-2	6	-24	1	-1	6	1
61	CC(C)CC(=O)N/C(N)=N/c1nc2ccccc2s1	45	-22	-4	-9	-32	1.2	-1	20	5
62	Cc1ccc(S(=O)(=O)N(CC(=O)NCc2ccco2)Cc2ccc(F)cc2)cc1	4	0	-3	2	-2	1	-5	27	1
63	CCOc1ccc(Nc2nc3ccccc3n3cnnc23)cc1	9	-12	0	4	-14	1.1	-2	16	-4
64	CC(C)(C)Cc1nnc(NS(=O)(=O)c2ccc([N+](=O)[O-])cc2)s1	14	-3	0	1	-11	1	-7	7	2
65	CNC(=S)N1CCC(Cc2ccccc2)CC1	13	0	-1	23	20	0.99	3	25	-6
66	CCN(Cc1nc2ccccc2c(=O)[nH]1)Cc1nc2ccsc2c(=O)[nH]1	2	-13	-1	-7	-66	1.1	-1	13	-4
67	CC(=O)N1c2ccc(S(=O)(=O)N3CCCC3)cc2CC1C(=O)NCc1ccc(N(C)C)cc1 (stereo not given)	22	4	1	8	-4	0.96	2	-1	-5
68	S=C1N(c2ccccc2)CN(C2CCCCC2)CN1c1ccccc1	5	-5	-2	28	4	1.1	-8	39	-3
69	CCCNC(=O)/C=C/c1ccc(C(C)C)cc1	19	8	0	7	0	0.92	-1	4	1
70	Nc1nc(NCc2ccco2)nc(NC2CCCCC2)c1[N+](=O)[O-]	-2	4	2	20	-6	0.96	-5	18	-1
71	CC(C)NCC(O)c1ccc2ccccc2c1 (stereo not given)	14	4	0	6	-2	0.96	-4	-12	4
72	CC(C)CNC(=O)C1Nc2ccc(OC(F)(F)F)cc2C2C=CCC12 (stereo not given)	22	6	-4	-2	6	0.94	-8	-20	-3
73	c1ccc(-c2n[nH]c(-c3ccccn3)n2)nc1	3&6	3&-7	-1&-2	10&17	-4&14	0.97&1.1	-8&-3	15&7	-1&4
74	CCCOC(=O)c1cc2ccccc2oc1=O	-5	0	-2	-16	-20	0.99	-2	-10	0
75	C[C@@H]1O[C@@H](O[C@H]2[C@H](O)[C@@H](O)[C@H](Oc3c(-c4ccc(O)c(O)c4)oc4cc(O)cc(O)c4c3=O)O[C@@H]2CO)[C@H](O)[C@H](O)[C@H]1O	13	58*	-2	7	22	0.42	-7	4	0
76	CCCOc1ccc2c(=O)c(-c3cc(C(=O)OC)oc3C)c(C)oc2c1	36	-5	-2	-1	8	1	3	13	19
77	O=C(Nc1cccnc1)C1(c2ccc(Cl)cc2)CCCC1	2	-4	-2	23	6	1	-12	25	-4
78	O=C(NCc1ccccn1)c1cc(Cl)ccc1OCc1ccccc1	18	-1	-2	-10	-1	1	-7	31	-2

An unsorted share of the library; overall some 4.6% were active at least once.
